Assay outcomes as filed in PubChem.
HRP luminol no ALR = HRP/luminol detection interference without ALR, dose response, artefact control for ALR inhibitor project, biochemical, luminescence, no ALR or DTT; HRP/H2O2 luminol luminescence counterscreen, no ALR; activity change, negative = inhibition, % at the top dose, mostly 10 µM; hits show AC50 in µM; hit rate 15% among 2,500;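 active = signal-lowering compounds whose fitted half-maximal concentration AC50 is no higher than ten times their top tested concentration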;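 also: 0% = median of neutral control wells and -100% = median of quercitin 100 µM wells; many of its hits are not listed in these tables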
* = called active by the depositor. Not all compounds are listed; the hit share may differ from the screen's.

| SMILES | HRP luminol no ALR |
| --- | --- |
| COc1ccc(S(=O)(=O)N2CCN=C2SCc2cccnc2)cc1 | 0.0% |
| Cc1cccc(Nc2nc(N)nc(CCl)n2)c1C | 2.7% |
| CC(C)c1ccc(NC2CCCN(C(=O)CCc3cnn(C)c3)C2)cc1 (centres undefined) | -0.2% |
| Cc1cccc(N2C(=O)CSC2c2cccnc2)c1 (centres undefined) | 2.2% |
| CC(=O)NS(=O)(=O)c1cccnc1Nc1ccc(Cl)c(Cl)c1 | -2.9% |
| CCN(CCNC(=O)CCCn1nc(C)n2c(cc3sccc32)c1=O)c1ccccc1 | 0.2% |
| O=C(CN1CCN(c2ccccc2)CC1)Nc1ccccc1Cl | -0.7% |
| Cc1cccc(N2CCN(C(=O)C3CCN(S(=O)(=O)c4c(C)noc4C)CC3)CC2C)c1 (centres undefined) | -5.1% |
| Nc1ccccc1Nc1c(F)c(F)nc(F)c1Cl | 0.5% |
| N#CCC(=O)Nc1ccc(C(=O)Nc2cccnc2)cc1 | -1.0% |
| CCN(CC)CCCN(C(=O)c1cccc(C)c1)c1nc(-c2ccc(OC)cc2)cs1 | -3.7% |
| Cc1nc(C)c(-c2csc(Nc3cccnc3)n2)s1 | 3.3% |

| SMILES | HRP luminol no ALR |
| --- | --- |
| COc1ccccc1NC(NC(=O)c1cccnc1)C(Cl)(Cl)Cl (centres undefined) | -2.4% |
| COC(=O)c1[nH]c2cc(OC)ccc2c1N=CN(C)C | -2.6% |
| Nc1ccc2nc(NC(=O)C3CCCCC3)sc2c1 | -16% |
| O=C(c1cc(C(=O)c2ccco2)cc(C(=O)c2ccco2)c1)c1ccco1 | -1.3% |
| S=c1[nH]nc(-c2ccc(Cl)cc2)n1/N=C/C=C/c1ccco1 | -6.4% |
| COC(=O)c1sccc1NC(=O)c1cc(C)on1 | 2.6% |
| N/C(=N\OC(=O)c1ccco1)c1ccc(Cl)cc1 | 1.9% |
| Nc1nc(CN2CCN(C(=O)c3ccco3)CC2)nc(Nc2cccc(Cl)c2)n1 | 0.4% |
| COc1ccc(/C=N/Nc2ccccn2)c(OC)c1OC | -0.5% |
| CCCS(=O)(=O)N1CCN=C1SCc1ccc(F)cc1 | -1.1% |
| O=C(NCC(=O)N1CCN(c2ccccc2)CC1)c1cccs1 | 0.1% |
| COc1cc(-c2nc(=S)[nH][nH]2)cc(OC)c1OC | 3.9µM* |

| SMILES | HRP luminol no ALR |
| --- | --- |
| COc1ccc(C2SCC(=O)N2c2ccc(F)cc2)cc1 (centres undefined) | 0.7% |
| CN(C)c1ccc(C(=O)N2CCCC2)cc1 | -2.1% |
| CCN1CC(c2ccccc2)C(c2ccc(Cl)cc2)=N1 (centres undefined) | 0.4% |
| Cc1ccc(Oc2ccc(S(=O)(=O)Nc3ccc(C(=O)O)cc3)cc2)cc1 | -3.5% |
| Cc1nc2ccc(NC(=O)c3ccco3)cc2nc1C | -3.6% |
| COc1ccc(N2CCN(C(=O)Cc3ccc(C)cc3)CC2)cc1 | 0.2% |
| COc1ccc(Nc2n[nH]c(N)c2C(N)=O)cc1 | -7.3% |
| CCN(CC)c1ccc(/C=N/Nc2nc(C)cc(=O)[nH]2)cc1 | 1.3% |
| Cc1cc2nc3ccc(N(C)C)cc3nc2cc1N | -7.0% |
| COc1ccc(/C=N/NC(=O)c2ccn[nH]2)cc1CSc1ccccn1 | -0.6% |
| COC(=O)Cc1[nH]n(-c2nc3ccccc3s2)c(=O)c1C(C)=O | -4.9% |
| CS(=O)(=O)N(CC(=O)NCc1ccccn1)Cc1ccc(Cl)cc1 | 1.2% |

| SMILES | HRP luminol no ALR |
| --- | --- |
| N/C(=N\O)c1ccc(Oc2ccccc2Cl)c([N+](=O)[O-])c1 | -14% |
| COc1cccc(C(=O)Nc2ccccc2N2CCCC2)c1 | -7.2% |
| CCc1nnc2n1N=C(c1ccc([N+](=O)[O-])cc1)CS2 | -0.5% |
| O=S(=O)(c1cccs1)n1cnc2ccccc21 | 1.1% |
| CC(=O)NC(C)C(c1cccs1)N1CCN(c2ccccc2)CC1 (centres undefined) | -0.4% |
| CCN1CCS/C1=C/C=C/C1=[N+](CC)CCS1 | -5.3% |
| COc1cc(/C=N/NC(=O)CCN2CCCCC2)ccc1O | 8.2µM* |
| CCN(CCNC(=O)CN(C)S(=O)(=O)c1cccc2nsnc12)c1ccccc1 | 0.5% |
| COc1ccc(Br)cc1/C=N/Nc1ccc(Cl)c(C(=O)O)c1 | -3.6% |
| O=C(c1ccccn1)N1CCCC(N2CCN(c3ccc(F)cc3)CC2)C1 (centres undefined) | 2.8% |
| Cc1nn(-c2ccccc2)c2nc(-c3ccco3)cc(C(=O)O)c12 | -8.6% |
| O=C(c1ccco1)N1CCN=C1SCc1cccnc1 | 0.2% |

| SMILES | HRP luminol no ALR |
| --- | --- |
| Nc1ccc2c(c1)COc1ccccc1O2 | 3.6% |
| CCCCNC(=O)c1onc(CCl)c1C(=O)OC | 2.4% |
| COc1cc(/C=N/Nc2ccc(Cl)nn2)cc(OC)c1O | -2.6% |
| Cc1ccc(CNC(=O)C(NS(=O)(=O)c2ccc3nc(C)sc3c2)C(C)C)cc1 (centres undefined) | -2.5% |
| Nc1nc(CCl)nc(Nc2ccccc2)n1 | -0.2% |
| CC1=NOC(=O)/C1=C\c1ccc(-c2ccc(Br)cc2C(=O)O)o1 | -3.7% |
| COc1ccc(CNC(=O)c2ccc3c(c2)N(C)CCS3)cc1 | -1.4% |
| Cc1oc(C(=O)Nc2ccc(C(=O)O)cc2)cc1COc1ccccc1 | -1.6% |
| Cc1ccc2c(c1)CCCN2CC(=O)N(C)c1c(N)n(Cc2ccccc2)c(=O)[nH]c1=O | -2.9% |
| CN(C)c1cccc(C(=O)NC2CCCCCC2)c1 | 1.5% |
| O=C(NCC(c1cccnc1)N1CCN(c2ccccc2)CC1)C1CCCCC1 (centres undefined) | -1.9% |
| COC(=O)c1ccc(CSc2ncnc3c2nnn3-c2ccc(F)cc2)o1 | -0.9% |

| SMILES | HRP luminol no ALR |
| --- | --- |
| N[C@@H](Cc1ccccc1)c1nnc(SCc2ccccc2Cl)o1 | -4.8% |
| CCN(CCNC(=O)C1CC(=O)N(CCc2ccccc2)C1)c1ccccc1 (centres undefined) | -4.1% |
| O=[N+]([O-])c1ccc(Cl)c(/C=N/n2c(C3CCCCC3)n[nH]c2=S)c1 | -1.1% |
| CC(=O)Nc1ccc(S(=O)(=O)NNc2ccc([N+](=O)[O-])cc2)cc1 | 0.3% |
| CNC(=O)c1cc(Nc2nnc(-c3ccc(O)cc3)c3ccccc23)ccc1OC | -3.4% |
| CC(=O)Nc1ccc(SC[C@H](CC(C)C)N2CCN(CC(C)C)CCC2=O)cc1 | -1.9% |
| Cc1ccc(-c2cnc(SCCNC(=O)c3ccco3)[nH]2)cc1 | -8.5% |
| O=C1NN(c2cccc(Br)c2)C(=O)/C1=C\c1ccccc1 | 0.2% |
| CC(C)c1ccc(NC2CCCN(C(=O)CCN3Cc4ccccc4C3=O)C2)cc1 (centres undefined) | -1.0% |
| CSc1cccc(NC(=O)CN2C(=O)c3ccccc3S2(=O)=O)c1 | -0.8% |
| CC(C)c1ccc(O)c(NC(=O)c2cccnc2)c1 | -8.1% |
| O=C(O)Cc1ccc(NCc2ccccc2Cl)cc1 | -0.1% |

A different layout for some results above:
CC(C)c1ccc(NC2CCCN(C(=O)CCN3Cc4ccccc4C3=O)C2)cc1 (centres undefined)
  HRP luminol no ALR = -1.0%
N[C@@H](Cc1ccccc1)c1nnc(SCc2ccccc2Cl)o1
  HRP luminol no ALR = -4.8%
CNC(=O)c1cc(Nc2nnc(-c3ccc(O)cc3)c3ccccc23)ccc1OC
  HRP luminol no ALR = -3.4%

(continued)
| SMILES | HRP luminol no ALR |
| --- | --- |
| FC(F)(F)c1ccc(-c2nc(=S)[nH][nH]2)cc1 | -5.0% |
| COc1ccc(-c2ccc(CCC(=O)O)n2NC(=O)c2ccc(C(C)(C)C)cc2)cc1 | -14% |
| COc1ccc(OC)c(C(=O)N2CCCC(Nc3ccc(F)cc3)C2)c1 (centres undefined) | -0.7% |
| O=C(NC1CCCCCC1)C1CCCN1S(=O)(=O)c1cccc2cccnc12 (centres undefined) | 0.7% |
| c1ccc(NNC2=NCCCCC2)cc1 | 6.1µM* |
| O=C(c1ccc2c(c1)OCO2)N1CCN(c2ccccc2)CC1 | 0.8% |
| O=c1cc(-c2cccc([N+](=O)[O-])c2)[nH][nH]1 | -18% |
| Cc1[nH]n(C(N)=S)c(=O)c1N=Nc1ccc(Cl)cc1Cl | -0.2% |
| O=C(Nc1c(C(=O)O)[nH]c2ccccc12)NC1CCCCC1 | -8.1% |
| CC(=NC1CCCC1)c1c(C)[nH]n(-c2nc3ccccc3s2)c1=O | -5.6% |
| Cc1nc(SCc2cccc(F)c2)[nH]c(=O)c1C#N | -0.9% |
| COc1ccc(N2CCN(C(=O)CCNC(=O)Cn3ccc4ccccc4c3=O)CC2)cc1 | -5.0% |

| SMILES | HRP luminol no ALR |
| --- | --- |
| O=S(=O)(c1ccc(Cl)nc1)N1CCC(Cc2ccccc2)CC1 | -3.3% |
| CC1CC(Nc2ccccc2)c2ccccc2N1C(=O)c1ccco1 (centres undefined) | 1.8% |
| Cc1ccc(C(=O)NCCSc2snnc2C)cc1 | 7.7% |
| Fc1ccccc1Nc1n[nH]c(=S)s1 | -4.7% |
| COC(=O)CNc1c(-c2ccccc2)nc2ccc(Br)cn12 | 0.9% |
| CN(C)c1ccc(/C=N/Nc2ccc(-n3ccnc3)nn2)cc1 | -5.8% |
| COc1cc(/C=C2\SC(=Nc3ccccc3OC)NC2=O)ccc1O | -10% |
| COc1cc(/C=N/NC(=O)CNC(=O)c2ccncc2)ccc1O | -3.2% |
| CC(=O)Nc1cccc(N=NN2CCCCC2)c1 | 0.3% |
| O=c1/c(=C/c2ccc(O)cc2)sc2n1CCCN=2 | 9.7µM* |
| Cc1noc(C(=O)N2CCN(c3ccccc3)CC2)c1Cl | -1.1% |
| CC(C)CNC(=O)C(=O)N/N=C/c1cccs1 | -0.8% |

| SMILES | HRP luminol no ALR |
| --- | --- |
| OCc1ccc(-c2nn(Cc3ccccc3)c3ccccc23)o1 | -3.0% |
| C/C(=N\NC(=O)c1csc2ccccc12)c1ccc(O)cc1 | -13% |
| Cc1ccc(/C=N\Nc2nc3ccc(Cl)cc3[nH]2)o1 | -2.1% |
| COC(=O)C1C(C(C)C)N(c2ccccc2)OC1(C)O (centres undefined) | 0.7% |
| Cc1cc(C(=O)N2CCCC(Nc3ccc(C(C)C)cc3)C2)nn1C (centres undefined) | -3.2% |
| Cn1c(-c2ccc3nc(N)sc3c2)nc2cc(N)ccc21 | -8.0% |
| O=C(NNc1ccc(O)cc1)c1ccc(Br)cc1 | 9.1µM* |
| CC(C)C(=O)Nc1ccc2c(c1)nc1n2CCSC1 | 1.9% |
| CCC(/C=C1\Sc2ccc(OC)cc2N1CC)=C\c1sc2ccc(OC)cc2[n+]1CCCS(=O)(=O)[O-] | -1.1% |
| C/C(=N\Nc1ccc(Cl)cc1)c1ccccn1 | 3.0% |
| CC[C@@H]1[C@H]2CCCC(=O)N3CC[C@@H](C[C@@H]1Nc1ccccc1)[C@@H]23 | 0.2% |
| COc1ccc(NC(=O)CC2C(=O)Nc3ccccc3N2CC(=O)N2CCCC2)cc1 (centres undefined) | -2.7% |

| SMILES | HRP luminol no ALR |
| --- | --- |
| O=C(O)c1ccc(-n2c(/C=C/c3ccccc3)nc3ccccc3c2=O)cc1 | -3.7% |
| COc1ccccc1NS(=O)(=O)c1cc([N+](=O)[O-])ccc1N/N=C/c1c[nH]c2ccccc12 | 3.5% |
| Cc1cc(C)cc(N2C(=O)CSC2c2ccccn2)c1 (centres undefined) | -4.3% |
| CN(C)/C=N/c1nc(-c2ccc3c(c2)OCO3)cs1 | -5.6% |
| CC(C)C(=O)NN(C(=O)C(C)C)c1nc2ccccc2s1 | 0.1% |
| CCc1cc(-c2n[nH]c(=S)n2-c2cccc(C)c2)cs1 | -0.1% |
| COc1cc(/C=C2\SC(=S)N(NC(C)=O)C2=O)ccc1OC(=O)c1ccco1 | 0.8% |
| COc1ccccc1C(=O)n1nc(-c2ccco2)nc1SC | -0.7% |
| Clc1nnc(N2CCCCC2)c2ccccc12 | -0.6% |

Structures listed so far containing two or more sulfur atoms:
| SMILES | HRP luminol no ALR |
| --- | --- |
| COc1ccc(S(=O)(=O)N2CCN=C2SCc2cccnc2)cc1 | 0.0% |
| Cc1nc(C)c(-c2csc(Nc3cccnc3)n2)s1 | 3.3% |
| CCCS(=O)(=O)N1CCN=C1SCc1ccc(F)cc1 | -1.1% |
| O=S(=O)(c1cccs1)n1cnc2ccccc21 | 1.1% |
| CCN1CCS/C1=C/C=C/C1=[N+](CC)CCS1 | -5.3% |
| CCN(CCNC(=O)CN(C)S(=O)(=O)c1cccc2nsnc12)c1ccccc1 | 0.5% |
| Cc1ccc(CNC(=O)C(NS(=O)(=O)c2ccc3nc(C)sc3c2)C(C)C)cc1 (centres undefined) | -2.5% |
| CSc1cccc(NC(=O)CN2C(=O)c3ccccc3S2(=O)=O)c1 | -0.8% |
| Cc1ccc(C(=O)NCCSc2snnc2C)cc1 | 7.7% |
| Fc1ccccc1Nc1n[nH]c(=S)s1 | -4.7% |
| CCC(/C=C1\Sc2ccc(OC)cc2N1CC)=C\c1sc2ccc(OC)cc2[n+]1CCCS(=O)(=O)[O-] | -1.1% |
| CCc1cc(-c2n[nH]c(=S)n2-c2cccc(C)c2)cs1 | -0.1% |
| COc1cc(/C=C2\SC(=S)N(NC(C)=O)C2=O)ccc1OC(=O)c1ccco1 | 0.8% |
